Source: PubChem BioAssay (Broad Institute)
PGC1a acetyl inh: lowers PGC1a acetylation signal in U2OS cells; AlphaScreen anti-acetyl-lysine; with virally co-expressed GCN5 acetyltransferase; inhibition, % at 15.6 µM; AID 651687; 350,000 tested, 0.17% active;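 active means every replicate shows inhibition of at least 40%; inconclusive means mean inhibition at least 40% but some replicate below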;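 further: 0% = neutral control wells and 100% = positive control wells; some results beyond the cut were filed as inactive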
S100A4 inh HTS: inhibitors of human S100A4 binding to myosin IIA peptide; 360,000 tested, 0.14% active; S100A4/TAMRA-MyoIIA peptide fluorescence polarization; inhibition, % at 10.7 µM; P26447;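 active means mean inhibition of at least 70% across replicates, with every replicate also reaching that level; inconclusive means mean inhibition reaches 70% but some replicates fall short; inactive means mean inhibition below 70%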
Target sequence (P26447 whole entry, looked up): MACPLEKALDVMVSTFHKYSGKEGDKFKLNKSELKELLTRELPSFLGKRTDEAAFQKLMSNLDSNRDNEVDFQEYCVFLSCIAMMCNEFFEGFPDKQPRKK
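Material: S100A4 monomer (human). Medium: Calcium-containing HEPES buffer, pH 7.2. Probe or stimulus: labelled myosin peptide probe, 5 nM. Compound dosing: one concentration per compound. Timing: polarization read 5 min after assay mix addition, stable 5–60 min. Benchmarks: DMSO as neutral control, TFP as positive control.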
LGR2 inh: Drosophila LGR2 receptor signaling inhibition; HEK293 LGR2, CRE-luciferase, bursicon-stimulated, 4 h; inhibition, % at 9.99 µM; 380,000 tested, 0.35% active; AID 720647;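 active means drop in luminescence signal, shown as inhibition above about 50% in the replicate tests, limit read from the data, passing the limit was not always enough; inconclusive means probably only some replicates passing the limit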;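 further: agonist challenge used bursicon conditioned medium at about half maximal strength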
PAX8 reporter: inhibitors of PAX8 transcriptional activity in RMG-I cells. RMG-I TPO-luciferase reporter, SteadyGlo, 24 h. inhibition, % at 12.6 µM. 360,000 tested, 1.2% active. AID 652154;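 active means mean replicate inhibition at least 60% with every replicate also reaching 60%; inconclusive means only one of the two criteria is met; inactive means mean below 60% and not all replicates reaching 60%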;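 further: luciferase light reporting Pax8 driven TPO promoter activity; plate controls were median of neutral control wells for no effect and mitoxantrone controls for full effect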
EWS-Fli inh: blocks EWS/Fli oncoprotein-driven transcription; inhibition, % at 12.6 µM; A673 NR0B1-luciferase reporter, viability-normalised; 350,000 tested, 0.67% active;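 active means mean inhibition of at least 50% after viability correction, with every replicate also passing that limit; inconclusive means mean reaches 50% but only one of two replicates passes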;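 further: firefly luciferase signal divided by Alamar Blue viability fluorescence both relative to DMSO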
ERAP1 inh: ERAP1 (human) enzyme inhibition; AID 652197; inhibition, % at 10.7 µM; recombinant ERAP1, Leu-AMC fluorescence, 60 min; Q9NZ08; 340,000 tested, 0.15% active;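 active means mean replicate inhibition of at least 30%, or all replicates individually reaching that 30% level; inactive means mean below 30% and not every replicate reaching it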;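 further: 0% = neutral control wells and 100% = L-leucinethiol positive control wells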
Target sequence (Q9NZ08 whole entry, looked up): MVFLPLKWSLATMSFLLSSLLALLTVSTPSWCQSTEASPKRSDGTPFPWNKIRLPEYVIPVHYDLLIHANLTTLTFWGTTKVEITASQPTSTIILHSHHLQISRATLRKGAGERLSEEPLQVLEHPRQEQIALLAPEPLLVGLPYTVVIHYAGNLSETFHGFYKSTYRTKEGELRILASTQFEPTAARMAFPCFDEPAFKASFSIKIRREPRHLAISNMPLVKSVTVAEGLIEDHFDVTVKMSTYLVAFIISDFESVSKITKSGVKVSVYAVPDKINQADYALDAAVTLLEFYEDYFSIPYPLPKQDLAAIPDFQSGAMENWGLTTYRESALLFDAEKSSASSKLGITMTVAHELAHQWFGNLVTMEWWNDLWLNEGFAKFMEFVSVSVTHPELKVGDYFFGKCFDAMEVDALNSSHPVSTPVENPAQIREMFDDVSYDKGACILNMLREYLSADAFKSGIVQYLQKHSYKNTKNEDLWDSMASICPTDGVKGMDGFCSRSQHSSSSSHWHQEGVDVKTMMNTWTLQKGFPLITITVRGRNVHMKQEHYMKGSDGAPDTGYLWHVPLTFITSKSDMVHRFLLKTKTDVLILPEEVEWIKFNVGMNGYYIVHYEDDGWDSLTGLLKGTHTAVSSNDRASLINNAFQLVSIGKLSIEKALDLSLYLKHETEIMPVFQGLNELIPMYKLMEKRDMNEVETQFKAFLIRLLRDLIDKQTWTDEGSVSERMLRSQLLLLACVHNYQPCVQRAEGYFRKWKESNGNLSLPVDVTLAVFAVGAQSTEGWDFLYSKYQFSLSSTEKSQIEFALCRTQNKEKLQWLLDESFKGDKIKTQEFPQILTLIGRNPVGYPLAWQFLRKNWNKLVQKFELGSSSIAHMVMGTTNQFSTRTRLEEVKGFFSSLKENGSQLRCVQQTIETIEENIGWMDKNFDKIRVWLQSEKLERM
PglD DTNB: blocks C. jejuni PglD acetyltransferase activity | purified PglD enzyme, DTNB colorimetric CoA detection | inhibition, % at 12.5 µM | 360,000 tested, 0.098% active | AID 602405; in the data active means inhibition above about 16%, passing the limit was not always enough; inconclusive means no clear call, values can overlap the other calls; further: strong numbers were not always called active
FN deposit inh: fibronectin deposition inhibition; AH1F fibroblasts, Alexa488-fibronectin deposition fluorescence, overnight; inhibition, % at 12.6 µM; 350,000 tested, 0.086% active; AID 743247;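 active means mean inhibition across replicates of 30% or more, regardless of how many single replicates reach that level; inconclusive means mean under 30% yet at least half of replicates reach 30%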;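 further: positive control wells lacked labelled fibronectin entirely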
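Test system: AH1F fibroblast monolayer depositing Alexa488-labelled fibronectin into matrix. Input: 10000 cells per well. Technique: fluorescence, ex 485 nm, em 525 nm. Buffer or medium: DMEM plus 2% serum, read in PBS. Timing: 1 h cell adhesion before compound, then overnight fibronectin incubation. Compound: single dose, pinned. Read-out basis: inhibition from reduced deposited-fibronectin fluorescence.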
* hit, by the source's call; ? = inconclusive; nt = no result given.

SMILES | PGC1a acetyl inh | S100A4 inh HTS | LGR2 inh | PAX8 reporter | EWS-Fli inh | ERAP1 inh | PglD DTNB | FN deposit inh
COc1ccccc1C(=O)Nc1ccc2c(c1)C(=O)N(C)C[C@H](OC)[C@H](C)CN(C)[C@@H](C)CO2 | -24 | 6 | 0 | 2 | 5 | 4 | 0 | 4
COc1ccc2cc(C(=O)Nc3ccccc3)sc(=O)c2c1OC | 4 | -2 | -19 | -14 | -5 | -1 | 1 | 0
Cc1cccc(Nc2nc(NCC3CCCO3)nc(N)c2[N+](=O)[O-])c1 (centres undefined) | nt | 0 | 2 | 50 | -8 | 3 | nt | -3
OC[C@H]1OC(O)[C@H](O)[C@@H]1O (some centres undefined) | -7 | 1 | 23 | 0 | -8 | -3 | -3 | 0
Cn1c(SCC(=O)NCC2COc3ccccc3O2)nnc1C(F)(F)F (centres undefined) | -7 | -4 | -7 | -6 | 4 | 2 | 0 | nt
Cc1cc(Nc2ccccc2C(=O)O)n(-c2cccc(Cl)c2)n1 | nt | 5 | 7 | 2 | 7 | -3 | nt | -7
NC(=O)C1CCN(C(=O)CCSCc2ccccc2)CC1 | nt | 20 | -1 | -4 | -8 | 1 | -4 | 4
COc1ccc(NC(=O)Nc2ccc3c(c2)CC(=O)N([C@@H](C)CO)C[C@@H](C)[C@@H](CN(C)S(=O)(=O)c2ccc(Cl)cc2)O3)cc1 | 5 | 3 | -8 | nt | -9 | 2 | nt | 8
C[C@@H]1CN([C@@H](C)CO)C(=O)c2cc(NS(=O)(=O)c3ccc(F)cc3)ccc2O[C@@H]1CN(C)S(=O)(=O)c1cn(C)cn1 | -2 | -1 | 8 | nt | -5 | -1 | nt | nt
Cc1ccc(CN2C(=O)[C@@H]3Cc4c([nH]c5ccccc45)C(C)(C)N3C2=O)cc1 | nt | 4 | 31 | ? | -2 | 0 | -2 | -2
NC(=O)Nn1c(CCC(=O)O)ccc1-c1ccc(Cl)cc1 | -2 | 9 | -3 | 17 | 2 | -2 | -4 | 2
O=C(c1cccc(F)c1)N1CC(=O)N2[C@H](CO)[C@@H](c3ccc(C#Cc4ccc(F)cc4)cc3)[C@@H]2C1 | 8 | 1 | 20 | nt | 5 | 0 | nt | nt
Cc1ccc(SCC(=O)OCC(=O)N(C)CC(=O)Nc2ccccc2Cl)cc1C | 1 | 1 | 0 | nt | -5 | 1 | 0 | 6
CC1CCc2nn(CC(=O)NCc3ccco3)cc2C1 (centres undefined) | -6 | -5 | -6 | -15 | -13 | -1 | 1 | 3
COc1ccccc1NC(=S)N(CCc1ccc(OC)c(OC)c1)Cc1ccccn1 | nt | 1 | -3 | -3 | 1 | -4 | 5 | 0
CC(C)Cn1c(S(=O)(=O)O)nc2ccccc21 | -8 | -3 | 8 | 4 | -1 | 1 | nt | 5
Nc1cccc2c3c(oc12)CCCC3 | 2 | -2 | 2 | 21 | 0 | 0 | 2 | -8
O=C(c1ccc([N+](=O)[O-])cc1)N1CCSC1c1ccc(Br)cc1 (centres undefined) | -1 | 3 | 27 | -20 | 5 | 0 | nt | 0
COc1ccc(NC(=O)CC2C(=O)N(Cc3cccs3)C(=S)N2C(C)C)cc1 (centres undefined) | -5 | -8 | 9 | 15 | 3 | nt | 8 | 11
O=C(Cn1cnc2c(OCc3ccccc3)ncnc21)NCCCN1CCCC1=O | 3 | -4 | -11 | -24 | 7 | -3 | -4 | 0
CN(C)C(=O)c1cccc(-c2ccc([C@H]3[C@@H](C#N)N(C(=O)C4CCCCC4)[C@H]3CO)cc2)c1 | -20 | -3 | 11 | -7 | 2 | -2 | 1 | -7
Cc1ccc(C)c(S(=O)(=O)N2CCN(C(=O)Cc3ccsc3)CC2)c1 | 14 | -2 | 23 | 15 | 8 | 1 | -4 | 6
C[C@H](CO)N1C[C@H](C)[C@@H](CN(C)C(=O)c2cccc(F)c2)Oc2ncc(-c3cccnc3)cc2C1=O | -2 | 3 | -2 | nt | -3 | 3 | 0 | -7
CCc1ccc(NC(=O)Nc2cc(C(=O)O)ccc2N2CC3CC(C2)c2cccc(=O)n2C3)cc1 (centres undefined) | 12 | -2 | 8 | 4 | nt | 0 | -3 | 10
COCC(=O)NC[C@@H]1[C@H](c2ccc(C3=CCCC3)cc2)[C@@H](CO)N1C(=O)C1CC1 | 5 | 3 | -6 | 7 | 7 | -4 | 3 | 8
CC(C)[C@H](C)NC(=O)N(C)C[C@@H]1OCc2ccccc2-c2c(n(C)c3ccccc23)C(=O)N([C@H](C)CO)C[C@@H]1C | -5 | 31 | 16 | nt | 4 | 1 | 4 | -16
Cc1cc(S(=O)(=O)N2CCN(c3ccc(F)cc3)CC2)c(C)s1 | nt | -4 | 2 | 8 | 13 | 3 | 1 | 9
Cc1ccc(C(=O)N/C(=C\c2cccc([N+](=O)[O-])c2)C(=O)NC(Cc2ccccc2)C(=O)O)cc1 (centres undefined) | 1 | 5 | -15 | 4 | 4 | 2 | 3 | -3
CCc1c(C)sc(NC(=S)N2CCN(CC)CC2)c1C(=O)OC | 1 | 6 | 20 | -12 | -7 | 0 | nt | -1
C(=C\c1ccccc1)/CSc1nnc(-c2cccnc2)o1 | 8 | 0 | 5 | nt | 6 | -4 | nt | nt
CC1(C)Cc2c(cnn2-c2ccc(F)cc2)C(NC(=O)CN2CCCC2=O)C1 (centres undefined) | 4 | -2 | -6 | -5 | -14 | -2 | 2 | 1
C[C@@H]1CN([C@@H](C)CO)S(=O)(=O)c2ccc(C3=CCCC3)cc2O[C@@H]1CN(C)Cc1ccncc1 | 1 | -9 | -19 | nt | -5 | -1 | 1 | 3
COc1cc(C2SCCS2)cc(Br)c1Oc1ncccc1[N+](=O)[O-] | 2 | 2 | 9 | 38 | -11 | nt | -3 | -6
Cc1ccc(-c2nc(C)sc2CC(=O)OCC(=O)Nc2cccc([N+](=O)[O-])c2)cc1 | nt | -6 | -3 | 109* | -4 | -1 | nt | 3
COc1ccc(C(CC(=O)N2CCCC(C)C2)c2c(OC)cc(OC)c3ccc(=O)oc23)cc1 (centres undefined) | nt | nt | 8 | -1 | 8 | nt | -5 | 2
Cc1ccc2nc3n(c(=O)c2c1)-c1ccc(Cl)cc1C(=O)NC3Cc1ccccc1 (centres undefined) | nt | -1 | 21 | 2 | 4 | 1 | nt | 5
Cc1cccc(N2C(=S)NC3c4cc(Cl)ccc4OC2(C)C3C(=O)N(C)C)c1 (centres undefined) | -5 | 19 | 4 | 19 | -1 | 6 | nt | 1
O=[N+]([O-])c1ccc(/C=[N+](\[O-])CCO)o1 | nt | -2 | -1 | 3 | -2 | 1 | 7 | 4
COc1ccc2c3c(n(C)c2c1)[C@@H](CO)N(Cc1ccncc1)CC31CCN(C(=O)C2CCCCC2)CC1 | nt | 3 | 10 | -8 | 1 | -4 | nt | nt
Cc1cc(C)nc(NC(=O)CSc2nnnn2-c2ccccc2)n1 | -2 | nt | nt | -15 | nt | nt | 5 | -2
Cn1cccc1-c1nc2ccc(NC(=O)c3cccs3)cc2[nH]1 | -20 | nt | nt | 23 | nt | nt | 6 | 6
COc1ccc(OC)c(NC(=O)c2oc3c(c2C)C(O)CC(C)(C)C3)c1 (centres undefined) | nt | 0 | 2 | 5 | nt | 1 | 3 | -1
CC1(C)CSC(=NCc2ccccc2)N1C(=O)c1cccc([N+](=O)[O-])c1 | nt | -3 | -23 | 69* | -22 | -2 | nt | 3
COC(=O)c1ccc(NC(=S)NC2c3ccccc3CC2O)cc1 (centres undefined) | 10 | -9 | -18 | 6 | 8 | 5 | nt | -3
O=C1c2ccccc2C(=O)N1c1ccc(Br)c2cccnc12 | -3 | 0 | 25 | 18 | 7 | -3 | -7 | -5
Cc1nc2oc3c(=O)[nH]cnc3c2c2c1COC(C)(C)C2 | -1 | 5 | 7 | -5 | 2 | 0 | 3 | 0
O=C(Nc1ccc(OC(F)(F)F)cc1)c1[nH]ncc1[N+](=O)[O-] | -8 | 1 | -52 | -34 | -39 | 0 | nt | -8
CC(=O)c1c(OC(=O)c2ccccc2)c2ccccc2n1C | 1 | 0 | 2 | nt | nt | 0 | 1 | nt
COc1ccc(S(=O)(=O)N(C)C[C@@H]2OCCCC[C@@H](C)Oc3ccc(NS(=O)(=O)c4ccc(Cl)cc4)cc3C(=O)N([C@@H](C)CO)C[C@H]2C)cc1 | nt | -3 | -9 | 66* | 12 | 2 | nt | -6
Cc1ccccc1NC(=O)Nc1ccc2c(c1)C(=O)N(C)[C@H]1CC[C@@H](CC(=O)O)O[C@@H]1CO2 | -4 | nt | -2 | -13 | 7 | nt | 3 | 6
O=C(NCc1cccnc1)c1cccc(S(=O)(=O)Nc2cccc(Cl)c2)c1 | 0 | -3 | -1 | -5 | 4 | 1 | 0 | -1
COC(=O)/C(C#N)=C/c1c(Oc2cccc(C)c2C)nc2ccccn2c1=O | -4 | -5 | 3 | 0 | 14 | 1 | nt | 5

Among those listed so far, these have two or more sulfur atoms.
SMILES | PGC1a acetyl inh | S100A4 inh HTS | LGR2 inh | PAX8 reporter | EWS-Fli inh | ERAP1 inh | PglD DTNB | FN deposit inh
C[C@@H]1CN([C@@H](C)CO)C(=O)c2cc(NS(=O)(=O)c3ccc(F)cc3)ccc2O[C@@H]1CN(C)S(=O)(=O)c1cn(C)cn1 | -2 | -1 | 8 | nt | -5 | -1 | nt | nt
COc1ccc(NC(=O)CC2C(=O)N(Cc3cccs3)C(=S)N2C(C)C)cc1 (centres undefined) | -5 | -8 | 9 | 15 | 3 | nt | 8 | 11
Cc1ccc(C)c(S(=O)(=O)N2CCN(C(=O)Cc3ccsc3)CC2)c1 | 14 | -2 | 23 | 15 | 8 | 1 | -4 | 6
Cc1cc(S(=O)(=O)N2CCN(c3ccc(F)cc3)CC2)c(C)s1 | nt | -4 | 2 | 8 | 13 | 3 | 1 | 9
CCc1c(C)sc(NC(=S)N2CCN(CC)CC2)c1C(=O)OC | 1 | 6 | 20 | -12 | -7 | 0 | nt | -1
COc1cc(C2SCCS2)cc(Br)c1Oc1ncccc1[N+](=O)[O-] | 2 | 2 | 9 | 38 | -11 | nt | -3 | -6
COc1ccc(S(=O)(=O)N(C)C[C@@H]2OCCCC[C@@H](C)Oc3ccc(NS(=O)(=O)c4ccc(Cl)cc4)cc3C(=O)N([C@@H](C)CO)C[C@H]2C)cc1 | nt | -3 | -9 | 66* | 12 | 2 | nt | -6
